Screening data (PubChem)
KCNK9 inh – inhibitors of human KCNK9 two-pore domain potassium channel; Q9NPC2; HEK293 KCNK9, FluxOR thallium flux fluorescence; active compounds read low; B-score at 10 µM; 1.2% of 310,000 active; AID 488922;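 active means ratio B-score over 3 SD below the library mean, with starting fluorescence within 5 SD of its mean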;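 further: negative B-score means less thallium flux so channel inhibition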
ANO1 activ – activates or potentiates the mouse TMEM16A chloride channel; Q8BHY3; HEK293 TMEM16A/YFP-H148Q/I152L, iodide quench fluorescence; active compounds read low; B-score at 10 µM; 0.3% of 340,000 active; AID 623877;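 active means fluorescence-ratio B-score plate-corrected deviation score at least 3 library SD below zero, with starting fluorescence score within 5 deviations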;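 further: channel opened by trigger with iodide after compound preincubation; score built on the fluorescence ratio of max minus min over baseline; more negative score means more quench and so TMEM16A activation or potentiation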
TMEM16A inh – inhibitors of mouse TMEM16A calcium-activated chloride channel; Q8BHY3; HEK293 TMEM16A/YFP iodide influx fluorescence, ionomycin; normalized B-score (activity score, 25-100; higher = stronger inhibition) at 10 µM; 1.2% of 310,000 active;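 active means ratio plate-corrected score three or more library SD toward inhibition, starting fluorescence score within five deviations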;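 further: score derived from kinetic fluorescence span divided by baseline fluorescence per well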
hERG protect – hERG (human) protection from proarrhythmic block. activation (rescue from dofetilide block), less the hit threshold, % at 10 µM. AID 1511. 0.51% of 310,000 active. CHO-hERG, FluxOR thallium flux, dofetilide IC70 present;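 active means activation above the mean of controls blocked by dofetilide plus 5 SD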;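 further: thallium influx through hERG after potassium depolarization seen as dye fluorescence rise; in these data hits start at about 4.7%; inactives centre near -7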
Target sequence (Q12809 whole entry, looked up): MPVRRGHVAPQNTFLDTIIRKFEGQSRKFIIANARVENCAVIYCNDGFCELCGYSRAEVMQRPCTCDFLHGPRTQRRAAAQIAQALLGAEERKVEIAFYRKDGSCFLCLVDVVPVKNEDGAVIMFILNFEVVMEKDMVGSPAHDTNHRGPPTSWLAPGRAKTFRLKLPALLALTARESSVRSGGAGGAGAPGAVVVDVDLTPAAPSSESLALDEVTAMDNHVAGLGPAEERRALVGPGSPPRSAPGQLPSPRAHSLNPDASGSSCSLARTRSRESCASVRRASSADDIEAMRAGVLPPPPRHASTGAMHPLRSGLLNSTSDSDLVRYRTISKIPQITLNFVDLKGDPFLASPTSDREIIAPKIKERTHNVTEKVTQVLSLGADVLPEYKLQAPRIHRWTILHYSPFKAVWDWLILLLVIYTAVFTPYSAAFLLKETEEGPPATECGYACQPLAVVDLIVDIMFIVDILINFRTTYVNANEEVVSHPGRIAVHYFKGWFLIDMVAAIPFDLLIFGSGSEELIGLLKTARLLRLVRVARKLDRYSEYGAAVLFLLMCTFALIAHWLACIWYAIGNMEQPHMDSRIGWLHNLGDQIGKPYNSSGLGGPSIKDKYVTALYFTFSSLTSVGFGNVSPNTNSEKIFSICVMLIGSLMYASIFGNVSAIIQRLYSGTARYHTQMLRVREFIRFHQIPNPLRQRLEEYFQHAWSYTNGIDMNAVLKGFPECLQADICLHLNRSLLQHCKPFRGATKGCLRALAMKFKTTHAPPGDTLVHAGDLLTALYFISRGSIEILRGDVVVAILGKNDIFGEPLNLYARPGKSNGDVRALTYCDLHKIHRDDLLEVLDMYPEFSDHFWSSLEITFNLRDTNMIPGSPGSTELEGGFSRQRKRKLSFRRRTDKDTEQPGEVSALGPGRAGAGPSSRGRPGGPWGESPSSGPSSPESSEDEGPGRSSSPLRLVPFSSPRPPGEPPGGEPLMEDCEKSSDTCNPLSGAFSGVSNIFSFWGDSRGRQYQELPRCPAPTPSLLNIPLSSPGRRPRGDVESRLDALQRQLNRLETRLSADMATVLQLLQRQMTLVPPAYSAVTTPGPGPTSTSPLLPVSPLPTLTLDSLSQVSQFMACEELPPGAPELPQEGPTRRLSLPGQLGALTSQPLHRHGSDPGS
KCNQ1 block – inhibitors of human KCNQ1 potassium channel. CHO-K1 KCNQ1, FluxOR thallium flux fluorescence; active compounds read high. AID 2642. B-score at 10 µM. P51787. 1.3% of 310,000 active;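 active means compounds whose thallium flux B-score, printed positive for inhibition, exceeds three library SD while starting fluorescence stays within three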;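 further: channel opened by potassium depolarization with thallium stimulus after 20 min compound exposure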
RGS4 act – RGS4 potentiation or activation. HEK293 M3R/inducible RGS4, carbachol calcium flux Fluo4; active compounds read low. 0.92% of 310,000 active. AID 463111. B-score at 10 µM;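 active means B-score of the integrated calcium signal more than 4 SD below the library mean, with starting fluorescence not abnormally high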;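 further: negative B-score means reduced calcium response which marks RGS4 activation or potentiation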
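Assay system: Inducible-RGS4 HEK293 cells carrying M3 receptor | Schedule: Compound preincubation 20 min at room temperature before agonist | Signal: Kinetic calcium fluorescence imaging with Fluo4-AM dye, 2 µM | Read-out basis: B score from integrated fluorescence ratio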
KCNK3 block – human KCNK3 channel inhibition, primary screen | O14649 | CHO-KCNK3 thallium flux, FluxOR fluorescence; active compounds read low | B-score at 10 µM | 0.84% of 340,000 active | AID 602410;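 active means B-score under library mean minus 4 SD, starting fluorescence ratio at most library mean plus 5 SD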;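 further: more negative B-score means stronger inhibition of thallium flux through KCNK3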
MrgX1 ag – activates human MrgX1 receptor signaling; Q96LB2; MrgX1-HEK293 cells, Fluo-4 calcium fluorescence, agonist mode; active compounds read high; B-score at 10 µM; 0.44% of 310,000 active; AID 588627;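 active means calcium response B-score plate-corrected fluorescence ratio at least 3 library SD, with starting fluorescence B-score inside 5 SD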
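Assay system: stable human MrgX1 HEK293 cell line. Quantity: 15,000 cells per well. Schedule: cells plated overnight, dye loaded 0.5 h 37 °C, 0.5 h room temperature. Detection: Fluo-4 NW calcium-flux fluorescence, kinetic read. Read-out basis: peak-minus-minimum fluorescence over baseline, converted to B scores. Control set: positive and negative control wells on each plate.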
KCNQ1 act – potentiates or activates the human KCNQ1 potassium channel. AID 2648. CHO-K1 KCNQ1, thallium flux FluxOR fluorescence; active compounds read high. B-score at 10 µM. P51787. 0.35% of 310,000 active;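 active means fluorescence ratio B-score, a plate-corrected score, at least three library SD, with initial intensity B-score within 5 SD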
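Doses: Single concentration per compound, DMSO matched to controls | Test system: KCNQ1-transfected CHO-K1 cells | Timing: 90 min dye loading and 20 min compound exposure, both at room temperature | Measured by: Kinetic FluxOR thallium fluorescence, 10-s 1-Hz baseline, 110-s post-stimulus read | Medium: Assay buffer with matched DMSO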
RGS4 inh – human RGS4 inhibition | P49798 | HEK293 M3R/RGS4 inducible, Fluo-4 calcium flux; active compounds read high; triggered by carbachol at its EC20 | B-score at 10 µM | 0.45% of 310,000 active;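 active means B-score, a plate-corrected calcium signal, over three deviations above library mean, with baseline fluorescence within five deviations of library mean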;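 further: RGS4 expression induced by doxycycline in cells with stable M3 receptor; B-score is computed from the integrated fluorescence ratio over baseline after carbachol; higher B-score means a larger calcium signal and so more RGS4 inhibition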
MrgX1 PAM – allosterically activates human MrgX1 receptor signaling; 0.63% of 310,000 active; B-score at 10 µM; AID 588675; MrgX1-HEK293, Fluo-4 calcium flux, FDSS; active compounds read high;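 active means plate-corrected calcium response at least 3 library SD above typical, normal starting fluorescence, not activating the receptor alone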;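 further: compound read alongside a low EC10 to EC30 dose of BAM8-22 agonist; peak minus trough fluorescence over baseline measured at the second addition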
Starred values were filed as active, the others as inactive; i = inactive; x = not tested or not shown.

Each structure is followed by: KCNK9 inh	ANO1 activ	TMEM16A inh	hERG protect	KCNQ1 block	RGS4 act	KCNK3 block	MrgX1 ag	KCNQ1 act	RGS4 inh	MrgX1 PAM
1: CC(C)NC(=O)COC(=O)c1ccccc1CSC1=NCCS1
→ i	i	i	-9.2	i	i	i	i	i	i	i
2: O=C(Cn1cnc2cc([N+](=O)[O-])ccc2c1=O)Nc1ccc(N2CCOCC2)cc1
→ i	i	i	-7.0	i	i	i	i	i	i	i
3: CC(=O)c1ccc(N2CCN(C(=O)c3cc(-c4ccncc4)nc4ccc(Cl)cc34)CC2)cc1
→ i	i	i	-12.9	i	-7.36*	i	i	i	i	i
4: Cc1cccc(/C=C/C(=O)c2cc(Br)ccc(=O)c2O)c1
→ i	i	25*	-1.7	i	i	i	i	25*	i	i
5: COc1ccccc1C(=O)C1CCCN(C(=O)c2ccccc2C(C)=O)C1 (centres undefined)
→ i	i	x	-10.7	i	i	i	x	i	i	x
6: Cc1cc(C(=O)C(C)Cl)c(C)n1Cc1ccco1 (centres undefined)
→ i	i	i	-8.1	i	i	i	i	i	i	i
7: O=C(CCN1CCCCC1)N/N=C/c1ccc(Br)cc1
→ i	i	i	2.0	i	i	i	i	i	i	i
8: Cc1ccc(-n2cc(-c3ccccc3)c3c(N4CCOCC4)ncnc32)cc1
→ i	i	x	-12.2	12*	-7.28*	i	x	i	i	x
9: CCCCCCCCCCCCS[C@H]1CS(=O)(=O)C[C@@H]1O
→ i	i	i	-7.4	i	i	i	i	i	i	i
10: COc1ccc(NC(=O)CN2CCC(C(N)=O)(N3CCCCC3)CC2)c(OC)c1
→ i	i	i	-10.4	i	i	i	i	i	i	i
11: Cc1cc(O)c(NC(=O)c2cc([N+](=O)[O-])ccc2Cl)cc1C
→ -14.3*	i	i	-17.0	i	i	i	i	i	i	i
12: CN1C(=S)SC(/[N+]([O-])=C\c2ccccc2)C1(C)C (centres undefined)
→ i	i	i	1.9	i	i	i	i	i	i	i
13: O=C(Cn1c(=O)c2ccccc2n(CC(=O)N2CCCCC2)c1=O)N1CCCCC1
→ i	i	i	-5.9	i	i	i	i	i	i	i
14: COc1ccc(N=C2SCC(c3ccc(C)cc3)=NN2CCO)cc1
→ i	i	i	-6.6	i	i	i	i	i	i	i
15: CS(=O)(=O)N(CCc1ccccc1)CC(=O)N1CCc2ccccc2C1
→ i	i	i	-1.9	i	i	i	i	i	i	i

Compound profiles (already shown).
Cc1cccc(/C=C/C(=O)c2cc(Br)ccc(=O)c2O)c1 reads KCNK9 inh: i; ANO1 activ: i; TMEM16A inh: 25*; hERG protect: -1.7; KCNQ1 block: i; RGS4 act: i; KCNK3 block: i; MrgX1 ag: i; KCNQ1 act: 25*; RGS4 inh: i; MrgX1 PAM: i
Cc1cc(C(=O)C(C)Cl)c(C)n1Cc1ccco1 (centres undefined) reads KCNK9 inh: i; ANO1 activ: i; TMEM16A inh: i; hERG protect: -8.1; KCNQ1 block: i; RGS4 act: i; KCNK3 block: i; MrgX1 ag: i; KCNQ1 act: i; RGS4 inh: i; MrgX1 PAM: i

(cont.)
Each structure is followed by: KCNK9 inh	ANO1 activ	TMEM16A inh	hERG protect	KCNQ1 block	RGS4 act	KCNK3 block	MrgX1 ag	KCNQ1 act	RGS4 inh	MrgX1 PAM
16: CCN(CC)S(=O)(=O)c1ccc(C)c(NC(=O)Cc2ccc(S(=O)(=O)N3CCOCC3)s2)c1
→ i	i	i	-10.0	i	i	i	i	i	i	i
17: O=C(Cn1c(C(F)(F)F)nc2ccccc21)Nc1ccccc1N1CCOCC1
→ i	i	i	-3.5	i	i	i	i	i	i	i
18: O=S(=O)(NCCSc1ccc(Cl)cc1)c1ccc(F)cc1
→ i	i	i	-16.5	i	i	i	i	i	i	i
19: CCOC(=O)CSc1nc2c(sc(=S)n2-c2ccccc2OC)c(=O)n1-c1ccccc1OC
→ -10.2*	i	i	-3.9	i	i	i	i	i	i	i
20: COc1ccc(CCC(C)NCCc2ccc(Cl)cc2Cl)cc1 (centres undefined)
→ i	i	i	-20.2	14*	i	i	i	i	i	i
21: CCCCN(CC)C(=O)c1cc2cc3ccc(Cl)cc3nc2o1
→ -8.46*	i	i	-6.4	i	i	i	i	i	i	i
22: COc1ccc(NS(=O)(=O)c2ccc(NC(=O)c3ccc(CN4CCOCC4)cc3)cc2)cc1
→ i	i	i	-7.0	i	i	i	i	i	i	i
23: COc1ccc(N2CCN(C(=O)C3CCN(S(=O)(=O)c4ccc(F)cc4)CC3)CC2)cc1
→ i	i	i	-9.8	i	i	i	i	i	i	i
24: CCc1cc(C(=O)NNC(=S)Nc2cc(C)ccc2C)cs1
→ i	i	i	-3.0	i	i	i	i	i	i	i
25: COc1ccc(-n2c(-c3ccc(Br)cc3)nc(=S)c3c2CCCC3)cc1
→ i	i	i	-7.8	i	i	i	i	i	i	i
26: Cc1nc2ccccn2c1-c1csc(Nc2ccc(C(=O)O)cc2)n1
→ i	i	i	-4.8	i	i	i	i	i	i	i
27: Cn1cc(CNCCN2CCCCC2=O)c(-c2cccc(Cl)c2)n1
→ i	i	i	-10.3	i	i	i	i	i	i	i
28: CCOc1ccc(Oc2c(/C=N/NC(N)=O)c(C)nn2-c2ccccc2)cc1
→ i	i	i	-8.3	i	i	i	i	i	i	i
29: COC(=O)[C@@H](N)Cc1ccc(O)c(O)c1
→ x	i	i	x	x	x	i	i	x	x	i
30: O=C(Nc1ccc2c(c1)OCCO2)C1CC(O)CN1C(=O)Nc1ccccc1 (centres undefined)
→ i	i	i	-2.9	i	i	i	i	i	i	i
31: Cc1cc(C(F)F)n2ncc(C(=O)N3CCC(C(N)=O)CC3)c2n1
→ i	i	i	1.4	i	i	i	i	i	i	i
32: O=C(/C=C/c1ccccc1)NC(=S)Nc1ccccc1
→ i	i	i	-4.2	i	i	i	i	i	i	i
33: O=C(C1CCCCC1)N1CCN=C1SCc1cccnc1
→ i	i	i	0.2	i	i	i	i	i	i	i
34: O=C(Cc1ccccc1)NCC(=O)OCC(=O)c1cccs1
→ i	i	i	-2.4	i	i	i	i	i	i	i
35: COc1cc(C(=O)OCC(=O)NC(=O)c2cccn2C)ccc1OC(F)F
→ i	i	i	-5.5	i	i	i	i	i	i	i
36: CC1Cc2ccccc2N1Cc1cc(=O)c(OCC(=O)NCCc2ccccc2)co1 (centres undefined)
→ i	i	i	-10.4	i	i	i	i	i	i	i
37: COc1ccc(N(CN2C(=O)C3C4C=CC(C4)C3C2=O)C(=O)c2ccco2)cc1 (centres undefined)
→ x	i	i	x	x	x	i	i	x	x	i
38: C/C(=N\O)C(=O)NCCN(C)C
→ i	i	i	-8.5	i	i	i	i	i	i	i
39: O=S(=O)(c1ccccc1)c1nc(-c2ccc(F)cc2)oc1N1CCOCC1
→ i	i	i	-9.3	i	i	i	i	i	i	i
40: COc1ccc(NC(=O)CN2CCN(c3c(C)cccc3C)CC2)cc1
→ i	i	i	-7.7	i	i	i	i	i	i	i
41: Nc1cccc(-n2nncc2-c2ccccc2)c1
→ i	i	i	-11.3	i	i	i	i	i	i	i
42: Cc1ccc(NC(=O)CCc2c(C)nn(-c3ccc(N4CCOCC4)nn3)c2C)cc1C
→ i	i	i	-10.1	i	i	i	i	i	i	i
43: NC(=O)C1=NOC(CNc2ncc(C(F)(F)F)cc2Cl)C1 (centres undefined)
→ i	i	i	-11.1	i	i	i	i	i	i	i
44: COc1ccc(Cn2nnnc2C(C(C)C)N2CCc3ccccc32)cc1 (centres undefined)
→ i	i	i	-8.3	i	i	i	i	i	i	i
45: CCOc1ccc(NC(=O)Nc2cccc(C)n2)cc1
→ i	i	i	-10.8	i	i	i	i	i	i	i
46: COc1ccccc1S(=O)Cc1ccc(C(=O)O)o1 (centres undefined)
→ i	i	i	-5.4	i	i	i	i	i	i	i
47: COc1cc(NC(=O)C/C(C)=N/NC(=O)Cc2ccc(Cl)cc2)c(OC)cc1Cl
→ i	i	i	-10.7	i	i	i	i	i	i	i
48: CCn1cc([N+](=O)[O-])c(=O)c2cc(F)c(N3CCOCC3)cc21
→ i	i	i	-9.2	i	i	i	i	i	i	i
49: O=C(CCN1C(=O)S/C(=C\c2ccccc2)C1=O)N1CCCCC1
→ i	i	i	-4.6	i	i	i	i	i	i	i
50: CC1(C)Cc2ccccc2-c2nnc(-c3cccnc3)n21
→ i	i	i	-6.6	i	i	i	i	i	i	i
51: Cc1ccc(NC(=O)c2cc3ccccc3o2)cc1Cl
→ i	i	i	-4.3	i	i	i	i	i	i	i
52: O=C(c1cccs1)N(C(=O)c1cccs1)c1ccc(Br)cn1
→ i	i	i	-18.2	i	i	i	i	i	i	i
53: Cc1cccc(NC(=S)NNC(=O)c2csc(C(C)C)c2)c1
→ i	i	i	-10.8	i	i	i	i	i	i	i
54: CCn1c(SCC(=O)NNC(=O)c2ccco2)nnc1-c1ccco1
→ i	i	i	-5.2	i	i	i	i	i	i	i
55: Cc1c(Cl)c([N+](=O)[O-])nn1CCCC(=O)Nc1cccnc1
→ i	i	i	-11.1	i	i	i	i	i	i	i
56: COc1ccccc1OCCSc1nc(N)cc(N)n1
→ i	i	i	-7.6	i	i	i	i	i	i	i
57: Cc1ccc(C)c(-n2c(SCC(=O)N3CCCC3)nnc2-c2ccccn2)c1
→ i	i	i	-11.8	i	i	i	i	i	i	i
58: O=C(NCCN1CCN(C(=O)NC2CCCCC2)CC1)NC1CCCCC1
→ i	i	i	-7.7	i	i	i	i	i	i	i
59: O=C(Oc1ccc2ccc(=O)oc2c1)C1CCCCC1
→ i	i	i	-9.3	i	i	i	i	i	i	i
60: CC1CCN(S(=O)(=O)c2ccc3c(c2)N(CC(=O)NCCCN2CC(C)CC(C)C2)C(=O)CS3)CC1 (centres undefined)
→ i	i	i	-2.9	i	i	i	i	i	i	i
61: O=C(NC1=NCCS1)C1CC(=O)N(c2ccccc2)C1 (centres undefined)
→ i	i	i	-8.7	i	i	i	i	i	i	i
